# Assay outcomes as filed in PubChem.
# Tau fluor cs = counter-screen for tau fibril formation inhibitors; tau K18 P301L Alexa594 fluorescence, heparin fibrillization; Potency, µM (titrated, usually from 57.7 µM), for inactives: top-dose activity change, negative = decrease; 280,000 compounds, 0.93% hits; note: % is set by controls: 0 for no effect and ±100 for the full control effect; nearly all actives have a fitted effect of over 55% in size
#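 Human tau K18 P301L (15 uM unlabeled, 0.24 uM Alexa 594-labeled) in 100 mM sodium acetate pH 7 with 20 uM heparin, 6 hr at 37 C. ThT 30 uM added, 1 hr ambient; Alexa 594 FP and total fluorescence read at 555/632 nm.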
# ALDH1A1 block = ALDH1A1 (human) enzyme inhibition. P00352. Purified ALDH1A1, NADH fluorescence, propionaldehyde substrate. Potency, µM (series often up to 75.3 µM), for inactives: at the top dose activity, negative = inhibition, actives largely listed as inhibitors. 220,000 compounds, 7.3% hits; active = well fitted inhibition curve with a large enough effect, not every such curve was filed as active; inconclusive = small, poorly fitted or top-dose-only effect, or another doubt; inactive = no such curve, though single readings can be large or run the other way;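 note: plate controls were no enzyme wells and a reference inhibitor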
# Target sequence (P00352 whole entry, looked up): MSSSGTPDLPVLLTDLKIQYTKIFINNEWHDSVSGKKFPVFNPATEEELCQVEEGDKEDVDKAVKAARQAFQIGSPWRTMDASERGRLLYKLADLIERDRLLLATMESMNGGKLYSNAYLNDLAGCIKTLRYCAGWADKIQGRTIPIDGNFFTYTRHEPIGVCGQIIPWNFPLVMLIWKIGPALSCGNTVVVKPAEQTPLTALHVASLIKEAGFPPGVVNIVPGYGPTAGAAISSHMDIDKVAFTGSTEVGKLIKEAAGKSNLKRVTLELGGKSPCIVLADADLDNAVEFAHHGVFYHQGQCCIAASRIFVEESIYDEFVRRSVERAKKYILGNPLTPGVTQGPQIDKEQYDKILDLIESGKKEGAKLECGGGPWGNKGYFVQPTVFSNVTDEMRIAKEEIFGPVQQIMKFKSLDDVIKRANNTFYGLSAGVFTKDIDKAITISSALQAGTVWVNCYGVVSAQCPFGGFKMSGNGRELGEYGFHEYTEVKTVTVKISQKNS
# SMN2 splice up = increases expression of the SMN2 splice variant; 210,000 compounds, 2.8% hits; Potency, µM (doses to about 46.1 µM), inactives show top-dose activity change, positive = activation, actives largely listed as activators; HEK293 SMN2-luciferase splicing reporter, luminescence, 30-36 h; AID 1458; note: % of control where 0% means no effect; nearly all actives have a fitted effect of over 55% in size
#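 HEK293 cells carry an SMN2 minigene-luciferase reporter in which exon 7 inclusion puts luciferase in frame. Cells were seeded at 2000 cells/well, attached for 10-12 hours, then exposed to compounds for 30-36 hours at 37C before ONE-Glo luminescence.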
# Tau fibril FP = inhibitors of human tau fibril formation; K18 P301L tau heparin fibrillization, Alexa594 FP, 6 h; Potency, µM (doses to about 57.7 µM), inactives show top-dose activity, negative = inhibition, hits mostly inhibitors; P10636; 280,000 compounds, 0.39% hits; AID 1468; note: % is set by controls: 0 for no effect and ±100 for the full control effect; nearly all actives have a fitted effect of over 55% in size
# Target sequence (P10636 561-689 P618L limits assumed): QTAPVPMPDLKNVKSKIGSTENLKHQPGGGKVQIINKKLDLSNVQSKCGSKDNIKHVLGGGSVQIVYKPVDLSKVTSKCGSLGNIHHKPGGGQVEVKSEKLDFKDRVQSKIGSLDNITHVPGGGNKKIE
#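 Steps: dispense K18 P301L tau (15 uM plus 0.24 uM Alexa 594 tracer, final) in pH 7 sodium acetate; add compound; add heparin (20 uM final); incubate 6 hr, 37 C; add ThT (30 uM final); after 1 hr ambient, read FP.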
# Tau ThT inhib = tau fibrillization inhibition (ThT binding); P10636; recombinant tau K18 P301L (four-repeat tau fragment), heparin-induced fibrillization, ThT fluorescence; Potency, µM (highest dose often 57.4 µM), without a hit: top-dose activity, negative = inhibition, most hits filed as inhibitors; 270,000 compounds, 2.1% hits; AID 1460; note: % is set by controls: 0 for no effect and ±100 for the full control effect; nearly all actives have a fitted effect of over 55% in size
#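 Heparin-induced (20 uM) aggregation of recombinant human K18 P301L tau, 15 uM unlabeled with 0.24 uM labeled, pH 7 acetate buffer, 6 hr at 37 C with compound. Fibrils quantified by 30 uM ThT fluorescence after 1 hr ambient incubation.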
# HTT cytoprotect = Huntington cell model cytoprotection by ATP luminescence | Potency, µM (series often up to 56.4 µM), inactives show cytoprotection (ATP increase), usual class: activators | AID 1471 | 230,000 compounds, 0.14% hits | PC12 HTT-Q103 induced, cytoprotection, ATP luminescence, 40 h;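 note: % of control where 0% means no effect; nearly all actives have a fitted effect of over 45% in size; toxic huntingtin expression switched on by the ecdysone agonist tebufenozide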
#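 Quantitative HTS on tebufenozide-induced (100 nM) PC12 cells expressing HTTQ103 exon 1–GFP; compounds tested as a concentration series; survival measured via cellular ATP.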
# JMJD2E inh = JMJD2E (human) inhibition. 230,000 compounds, 1.6% hits. JMJD2E catalytic domain, FDH-coupled NADH fluorescence (FDH is formaldehyde dehydrogenase). B2RXH2. AID 2147. Potency, µM (titrated, usually from 57.1 µM), inactives show at the highest dose activity change, negative = inhibition, hits mostly inhibitors; active = well fitted inhibition curve with a large enough effect, not every such curve was filed as active; inconclusive = small, poorly fitted or top-dose-only effect, or another doubt; inactive = no such curve, though single readings can be large or run the other way;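 note: 0% = wells with enzyme and -100% = buffer wells without enzyme; nearly all actives have a fitted effect of over 50% in size; many of its hits are not listed in these tables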
# Target sequence (B2RXH2 1-337 limits assumed): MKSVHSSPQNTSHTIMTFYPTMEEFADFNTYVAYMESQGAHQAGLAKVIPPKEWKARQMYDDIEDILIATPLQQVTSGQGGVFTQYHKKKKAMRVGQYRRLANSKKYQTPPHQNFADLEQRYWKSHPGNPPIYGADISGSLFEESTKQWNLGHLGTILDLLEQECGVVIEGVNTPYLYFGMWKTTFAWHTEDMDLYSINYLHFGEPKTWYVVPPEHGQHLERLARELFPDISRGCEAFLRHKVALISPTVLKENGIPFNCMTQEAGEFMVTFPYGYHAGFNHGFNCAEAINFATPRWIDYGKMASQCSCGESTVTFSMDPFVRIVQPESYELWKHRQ
# HTT aggregate = inhibitors of mutant huntingtin aggregate formation in PC12 cells | PC12 HttQ103-GFP aggregates, Acumen cytometry, 40 h | Potency, µM (series often up to 46.1 µM), without a hit: top-dose activity change, negative = inhibition, actives largely listed as inhibitors | 220,000 compounds, 1.1% hits; note: % is set by controls: 0 for no effect and ±100 for the full control effect; nearly all actives have a fitted effect of over 60% in size
#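 PC12/HTTQ103-GFP, ecdysone-inducible; teb 100 nM; cpd qHTS titration; GFP aggregates read on laser cytometer, Ex 488/Em 500-530 nm.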
# Active calls of the source: *; ? = inconclusive; · = no result given; & = joins results of further samples; [ ] = another dose, or the depositor's remark. Unless noted, calls come from the whole dose curve; as a rule, active = well fitted curve in the direction sought with a large enough effect; inconclusive = small, poorly fitted or top-dose-only effect, or another doubt; inactive = no such curve, though single readings can be large; an effect the other way counts as inactive or inconclusive. Potency is the fitted concentration of half-maximal effect. A portion of the library (hit frequency here may not be typical).
1. O=C(N[C@@H](Cc1c[nH]c2ccccc12)C(=O)NC1CC1)c1ccccc1Cl
2. CCN(CC)C(=O)CCc1nnc(CCc2c[nH]c3ccccc23)o1
3. COc1ccc(CN(CC2CCC(C(=O)O)CC2)C(=S)Nc2cc(C)ccc2C)cc1 (stereo unspecified)
4. CCOC(=O)c1c(NC(=O)CN2CCCCC2)sc2c1CCN(C(=O)OCC)C2
5. O=C(Nc1cccc(NC(=O)C2CCCO2)c1)c1ccco1 (stereo unspecified)
6. O=C(CSCC(=O)Nc1cccc([N+](=O)[O-])c1)Nc1ccccc1
7. Cc1nc(C(=O)Nc2cc(Cl)ccc2Cl)nn1-c1cc(OC(C)C)c(Cl)cc1Cl
8. COc1ccc(N(CCC(=O)O)S(=O)(=O)c2ccc(C)cc2C)cc1
Screen / compound no.	1	2	3	4	5	6	7	8
Tau fluor cs	-6%	-4%	-5%	-10%	14%	-27%	0%	3%
ALDH1A1 block	12%	2%	3.5µM*	?	-5%	?	?	-3%
SMN2 splice up	11µM*	·	-53%[inhibitor]	-39%[inhibitor]	5%	8%	-19%	12%
Tau fibril FP	0%	3%	0%	-5%	8%	-7%	0%	6%
Tau ThT inhib	-5%	-3%	3%	?	13%	?	-15%	3%
HTT cytoprotect	2%[1.9 µM]	0%[10 µM]	?	-37%	·	0%[10 µM]	-9%	0%
JMJD2E inh	2%	-5%	7%	-14%	6%	2%	-1%	1%
HTT aggregate	14%	-3%[9.22 µM]	3%	2%	·	22%	12%	4%

# Next part, starting with the last 3 of the part before.
6. O=C(CSCC(=O)Nc1cccc([N+](=O)[O-])c1)Nc1ccccc1
7. Cc1nc(C(=O)Nc2cc(Cl)ccc2Cl)nn1-c1cc(OC(C)C)c(Cl)cc1Cl
8. COc1ccc(N(CCC(=O)O)S(=O)(=O)c2ccc(C)cc2C)cc1
9. Cc1cccc(NC(=O)CCn2cnnn2)c1
10. NC(=O)C1CCN(c2nc(C3CC3)nc3c2nnn3Cc2ccccc2)CC1
11. COc1cccc(CN(C)CC(=O)NNC(=O)c2ccc(Cl)cc2)c1
12. O=C(Nc1ccccc1C(F)(F)F)c1c(F)cccc1Cl
13. Cc1ccc(NC(=S)c2ccc(N(C)C)cc2)cc1
14. CN(C)S(=O)(=O)c1ccc(C(=O)OCC(=O)c2ccc3c(c2)NC(=O)CO3)cc1
15. CCOC(=O)c1[nH]c2ccccc2c1NC(=O)CCN1CCN(C(=O)OCC)CC1
16. CCOCCCNCc1ccc(OC)cc1
Screen / compound no.	6	7	8	9	10	11	12	13	14	15	16
Tau fluor cs	-27%	0%	3%	-13%&-11%	-5%	1%	0%	-10%	-14%	-7%	0%
ALDH1A1 block	?	?	-3%	5%	6%	-4%	5%	?	-1%	?	-15%
SMN2 splice up	8%	-19%	12%	-5%&5%	4%	-11%	-5%	4.5µM*	·	7%	-4%
Tau fibril FP	-7%	0%	6%	6%&-8%	-6%	6%	7%	6%	?	-2%	3%
Tau ThT inhib	?	-15%	3%	-12%&-8%	3%	0%	-3%	?	-14%	-7%	-5%
HTT cytoprotect	0%[10 µM]	-9%	0%	-23%	-21%[10 µM]	27%[10 µM]	·	-1%[0.074 µM]	-2%[10 µM]	-49%[inhibitor]	-2%
JMJD2E inh	2%	-1%	1%	6%	0%	16%	6%	?	-7%	?	?
HTT aggregate	22%	12%	4%	-11%	4%	4%	·	15%	-4%[9.22 µM]	14%	-3%

17. Cc1c(CCOC(=O)C23CC4CC(CC(C4)C2)C3)sc[n+]1Cc1ccccc1
18. COC(=O)c1ccc(C23CC4(C2)[C@H](CN(C)[C@@H]4c2ccccc2)C3c2ccccc2)cc1 (stereo partly specified)
19. Cc1ccc(F)cc1NC(=O)c1ccc(NS(=O)(=O)c2ccc(Br)s2)cc1
20. COc1ccc(NC(=O)C(c2cc3c(cc2[N+](=O)[O-])OCO3)N2CCN(C=O)CC2)cc1 (stereo unspecified)
21. CCN(CC)C(=O)CN1CCC(n2c(C)nc3cc(C(F)(F)F)ccc32)CC1
22. CCC(=O)N1CCN(CCN=CC2=C(O)CC(c3cccs3)CC2=O)CC1 (stereo unspecified)
23. C/C(CC(=O)Nc1cccc2c1CCCC2)=N\NC(=O)COc1ccccc1
24. CCCN(C(=O)C(=O)Nc1ccc2nc3n(c(=O)c2c1)CCCCC3)c1ccc(OCC)cc1
Screen / compound no.	17	18	19	20	21	22	23	24
Tau fluor cs	9%	-4%&-6%	-11%	-20%	3%	-3%	5%	?
ALDH1A1 block	?	2%	?	?	7%	?	9.5µM*	·
SMN2 splice up	20%	-30%[inhibitor]	1%	-33%	-20%	-24%	9%	-12%
Tau fibril FP	2%	7%&-5%	4%	-9%	5%	3%	-4%	-4%&5%
Tau ThT inhib	-1%	-8%&-14%	2%	?	0%	-8%	9%	-4%
HTT cytoprotect	18%[10 µM]	-20%	7%[10 µM]	·	-9%[10 µM]	-32%	5%[10 µM]	-11%[10 µM]
JMJD2E inh	1%	5%&8%	15%	?	1%	5%	2%	5%
HTT aggregate	-11%	1%[9.22 µM]	4%	12%	2%	1%	-2%	?

25. COc1ccccc1-c1csc(NC(=O)c2ccc(N3C(=O)CCC3=O)cc2)n1
26. CCOC(=O)CN1C(=O)CN(c2ccc(C)c(C)c2)C1=O
27. CCC(C)C(=O)Nc1nc(C)c(-c2csc(Nc3ccc(Cl)cc3)n2)s1 (stereo unspecified)
28. CCOC(=O)COc1ccc(C)cc1-c1ccno1
29. COc1ccc(C2C3=C(CC(C)(C)CC3=O)OC(N)=C2[N+](=O)[O-])cc1 (stereo unspecified)
30. COc1ccc(N(CC(=O)NCCC2=CCCCC2)S(=O)(=O)c2ccccc2F)cc1
31. Cc1c(-n2cc(C(=O)c3cc(Br)ccc3O)cc(C#N)c2=O)c(=O)n(-c2ccccc2)n1C
32. O=C(NCCN1CCCCC1)Nc1ccc(F)c(Cl)c1
Screen / compound no.	25	26	27	28	29	30	31	32
Tau fluor cs	-14%	-2%	14µM*[quencher]	-11%	4%	-9%	-8%	-7%
ALDH1A1 block	-4%	6%	22µM*	-9%	19µM*	·	-3%	2%
SMN2 splice up	-15%	21%	-55%[inhibitor]	16%	?	·	4%	1%
Tau fibril FP	?	9%	15%	-1%	9%	4%	7%	-3%
Tau ThT inhib	11%	-1%	?	-25%	-10%	-11%	-17%	-4%
HTT cytoprotect	-53%[inhibitor]	-13%[1.9 µM]	-52%[inhibitor]	6%	-3%[10 µM]	-19%[10 µM]	5%	-6%[10 µM]
JMJD2E inh	?	0%	-8%	-14%	1%	-12%	2%	5%
HTT aggregate	6%	3%	?	24%	2%	-8%[9.22 µM]	-8%	-7%

33. CC(=O)N1c2ccccc2NC2=C(C(=O)CCC2)C1c1ccc(F)cc1 (stereo unspecified)
34. Cc1nc(SCc2ccc(F)cc2)c2oc3ccccc3c2n1
35. CN(C(=O)CSc1nc2cc([N+](=O)[O-])ccc2n1-c1ccc(F)cc1)C1CCS(=O)(=O)C1 (stereo unspecified)
36. Cc1nc2ncnn2c(C)c1Cc1ccccc1Cl
37. Cc1cc2c(cc1C)NC(c1nc3ccccc3[nH]1)C1=C(CC(C)(C)CC1=O)N2 (stereo unspecified)
38. O=C(NCCSc1c[nH]c2ccccc12)c1ccc(Cl)cc1
39. CCC(C)COC(=O)c1ccc(C(=O)O)cc1 (stereo unspecified)
40. COc1cc(/C=C2/NC(=O)N(CC(=O)Nc3cccc(C)c3)C2=O)ccc1OCC(N)=O
Screen / compound no.	33	34	35	36	37	38	39	40
Tau fluor cs	-2%	-3%	-9%	-3%	-12%	20µM*[quencher]	-1%	-5%
ALDH1A1 block	?	·	-6%	22%	-7%	·	6%	12%
SMN2 splice up	1%	·	6%	19%	·	-17%	19%	3%
Tau fibril FP	10%	?	5%	1%	-7%	-3%	-6%	-6%
Tau ThT inhib	-5%	-6%	2%	-4%	-11%	?	?	5%
HTT cytoprotect	-6%	15%[10 µM]	13%[1.9 µM]	-11%	0%	·	-30%	-28%
JMJD2E inh	?	-12%	-22%	7%	-2%	·	3%	-15%
HTT aggregate	17%	8%[9.22 µM]	20%	-14%	7%	·	3%	-4%[9.22 µM]

41. O=[N+]([O-])c1cccc(Nc2c3ccccc3nc3ccccc23)c1
42. O=C(Cn1ncc2c1-c1ccccc1OC2)N(Cc1ccco1)C1CCCCC1
43. C/C(=N\Nc1cccc(Cl)c1)C1(C)N(O)C(C)(C)C(c2ccco2)=[N+]1[O-] (stereo unspecified)
44. COc1ccccc1OCC(=O)N1CCN(c2ccccc2OC)CC1
45. CSc1ccc(/C=C(\NC(=O)c2ccc(C)cc2)C(=O)Nc2cccc(C)c2)cc1
46. Cc1c(Cl)c(C(=O)NNC(=S)NCc2ccco2)nn1C
47. Cc1c(Cl)cnn1CC(=O)NC1C(=O)N2C(C(=O)O)=C(CSc3nnnn3C)CSC12 (stereo unspecified)
48. O=C1CN(C(=O)c2ccc(Br)o2)C(c2ccccc2)c2cc(Br)ccc2N1 (stereo unspecified)
49. O=C(NC(=S)NCCN1CCOCC1)c1ccccc1
50. CC1N(C)c2cccc3cccc(c23)N1C
Screen / compound no.	41	42	43	44	45	46	47	48	49	50
Tau fluor cs	-3%	-9%	-11%	-7%	7%	-3%	-10%	5%	-1%	-19%
ALDH1A1 block	?	5%	·	4%	10%	?	-1%	22µM*	-5%	?
SMN2 splice up	-44%[inhibitor]	5%	·	2%	5%	-60%[inhibitor]	-3%	-9%	·	-27%
Tau fibril FP	-1%	-8%	5%	-7%	?	-14%	-11%	9%	6%	4%
Tau ThT inhib	-7%	?	-7%	-15%	7%	-8%	?	-4%	0%	-17%
HTT cytoprotect	7%[10 µM]	3%	14%[10 µM]	-13%	7%[10 µM]	6%[1.9 µM]	17%	18%	16%[10 µM]	23%[1.9 µM]
JMJD2E inh	?	-6%	-11%	7%	?	?	-10%	1%	-4%	?
HTT aggregate	0%[9.22 µM]	28%	1%[9.22 µM]	-7%	14%	-18%	-7%	8%	-17%	-25%
